# Assay outcomes deposited in PubChem BioAssay by Johns Hopkins Ion Channel Center.
# CHT block = inhibitors of human choline transporter CHT | High affinity choline transporter 1 (Homo sapiens), Q9GZV3 | CHT-expressing cells, membrane potential dye, choline response; stronger effect = lower value | B-score at 10 µM | hit rate 0.86% among 310,000;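 active means B-score over 3 SD under the library average, and starting fluorescence ratio not unusually high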;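 further: choline stimulus applied at its EC90 after an EC20 pre-addition; B-score computed on integrated fluorescence ratio after choline addition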
# Target sequence (Q9GZV3 whole entry, looked up): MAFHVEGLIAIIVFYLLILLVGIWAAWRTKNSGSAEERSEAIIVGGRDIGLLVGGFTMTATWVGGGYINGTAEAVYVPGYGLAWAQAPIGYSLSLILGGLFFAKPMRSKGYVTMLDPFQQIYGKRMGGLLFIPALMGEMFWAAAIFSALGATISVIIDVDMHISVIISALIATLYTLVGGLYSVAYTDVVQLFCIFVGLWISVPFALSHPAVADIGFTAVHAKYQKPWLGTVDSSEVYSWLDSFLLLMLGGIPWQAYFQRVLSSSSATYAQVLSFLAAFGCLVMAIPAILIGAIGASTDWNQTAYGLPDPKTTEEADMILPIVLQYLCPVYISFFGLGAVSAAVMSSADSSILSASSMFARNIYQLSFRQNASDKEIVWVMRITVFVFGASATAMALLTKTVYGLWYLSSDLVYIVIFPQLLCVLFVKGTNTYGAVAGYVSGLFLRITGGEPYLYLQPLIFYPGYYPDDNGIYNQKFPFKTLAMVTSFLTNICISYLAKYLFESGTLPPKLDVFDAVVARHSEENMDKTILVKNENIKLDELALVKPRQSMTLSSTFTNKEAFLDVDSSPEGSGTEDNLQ
# CHT allo act = CHT positive allosteric modulators, primary screen, cell-based, membrane potential dye, choline EC20; High affinity choline transporter 1 (Homo sapiens), Q9GZV3; CHT-expressing cells; stronger effect = higher value; LV-AA mutant CHT in HEK293 cells; B-score at 10 µM; hit rate 0.49% among 310,000; AID 488977, 2010;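 active means initial fluorescence not abnormally high and integrated response B-score, plate-corrected, over 3 SD above library mean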
# The depositor's hits bear a star; i = inactive.
SMILES,CHT block,CHT allo act
O=C(CCCCC(=O)Nc1ccccc1Cl)Nc1ccccc1Cl,i,i
O=c1cc(-c2ccc(O)cc2)oc2c(O)c(O)c(O)c(O)c12,i,i
COc1cccc(C(C)NC(=O)Nc2cc(Cl)ccc2OC)c1 (stereo not given),i,i
CCn1cc(CNC(=O)NC2CCCCC2)c(C)n1,i,i
Nc1c(-c2ccccn2)cnn1-c1nc(-c2ccc(F)cc2)cs1,i,i
COc1ccc(C2CC(=O)Nc3cc(OC)c(OC)cc32)cc1Br (stereo not given),i,i
CCc1ccc(NC(=O)CC2C(=O)N(c3cccc(OC)c3)C(=O)N2CCOC)cc1 (stereo not given),i,i
Cc1c[nH]c2cccc(OCC(O)CNC(C)(C)C)c12 (stereo not given),i,i
O=C(Nc1cc2c3c(c1)CC(=O)N3CCC2)c1ccc(F)cc1,i,i
COc1ccc(CN(C(=O)/C=C/c2ccccc2Cl)C2CCS(=O)(=O)C2)cc1 (stereo not given),i,i
CCn1c(SCC(=O)N(C)C)nc2cc(S(=O)(=O)N3CCOCC3)ccc21,i,i
CC(C)N(C(=O)Cn1c(SCC(=O)Nc2nccs2)nc2ccccc21)C(C)C,i,i
O=C(NC1CCCCC1)C(c1ccccc1F)N(C(=O)c1csnn1)C1CCCC1 (stereo not given),i,i
CSc1nc(N)nc(N(C)C)n1,i,i
CCN(CC)CCN(C(=O)c1ccc(Br)s1)c1nc2cc3c(cc2s1)OCO3,i,i
O=C(Nc1ccc(Cn2cccn2)cc1)c1ccc(COc2ccc(Br)cc2)cc1,i,i
COc1ccc(N2CCN(C(=O)CCN3C(=O)c4ccccc4S3(=O)=O)CC2)cc1,i,i
O=C(NCCCN1CCCCC1)c1ccc(CS(=O)c2ccc(Cl)cc2)o1 (stereo not given),i,i
N/C(=N\OC(=O)CCCc1ccccc1)c1ccccc1,i,i
COc1cc(NC(=O)c2cccc(C)c2)c(Cl)cc1[N+](=O)[O-],i,i

# 2 entries from above, as labelled records.
SMILES: O=C(Nc1ccc(Cn2cccn2)cc1)c1ccc(COc2ccc(Br)cc2)cc1
  CHT block = i; CHT allo act = i

SMILES: CCc1ccc(NC(=O)CC2C(=O)N(c3cccc(OC)c3)C(=O)N2CCOC)cc1 (stereo not given)
  CHT block = i; CHT allo act = i

# Additional compounds.
SMILES,CHT block,CHT allo act
COc1ccccc1CNCc1cc(OC)c(OC)c(OC)c1,i,i
COCCCn1cnc2c(c1=O)c1nc3ccccc3nc1n2-c1ccc(C)cc1,i,i
Cc1ccccc1OCC(=O)Nc1ccc(S(=O)(=O)Nc2ccccn2)cc1,i,i
O=C(COc1cccc(Br)c1)N/N=C/C(=O)c1ccccc1,i,i
O=C(Nc1ccc(N2C(=O)C3C4C=CC(C4)C3C2=O)cc1)Nc1cccnc1 (stereo not given),i,i
CCN(CC)C(=O)Cn1cc(S(=O)(=O)CC(=O)Nc2cc(OC)ccc2OC)c2ccccc21,i,i
COc1ccc(C)cc1NC(=O)CSc1nnc(-c2ccco2)n1Cc1ccco1,i,i
Cc1cc(C)nc(NC(=O)Nc2ccc(F)cc2F)n1,i,i
COC(=O)c1cc(=O)n(Cc2ccc(F)cc2)c(=NCc2ccc(F)cc2)s1,i,i
COc1ccc(S(=O)(=O)N2CCCOC2CNC(=O)C(=O)NCc2ccccn2)cc1 (stereo not given),i,i
CCCCNC(=O)CSc1nc2ccccc2n1S(=O)(=O)c1ccc(Br)cc1,i,i
O=C(c1c[nH]c(=O)n(-c2ccccc2)c1=O)N1CCc2ccccc21,i,i
Cc1ccc(NS(=O)(=O)c2ccc(C(=O)NCc3ccccn3)cc2)cc1,i,i
c1ccc(Oc2cccc(OCCn3cncn3)c2)cc1,i,i
S=C(NCCN1CCOCC1)N/N=C/c1c2ccccc2cc2ccccc12,i,i
CC1Sc2ccc(S(=O)(=O)CCC(=O)N3CCN(c4ccccc4)CC3)cc2NC1=O (stereo not given),i,i
Cc1cccc(NC(=O)CSc2nnc(CSc3nc(C)cc(C)n3)n2Cc2ccco2)c1,i,i
C=CC(C)(C)c1cc2cc3ccoc3cc2oc1=O,i,i
Cc1c(C(c2cccc(O)c2)c2c(C)n(C)n(-c3ccccc3)c2=O)c(=O)n(-c2ccccc2)n1C,i,i
COc1ccccc1C1CCN(Cc2ccc(C)cc2)CC1,i,i
Cc1cccc(NC(=O)N2CCC(C(=O)c3ccc(F)cc3)CC2)c1,i,i
COc1ccccc1/C=C(/CC(=O)NCc1ccccc1)c1nc2ccccc2s1,i,i
CC(=O)c1cnc2nc(SCc3cccc(C)c3)nn2c1C,i,i
CCOC(=O)C1(CCOC)CCN(Cc2nc(C(C)C)cs2)CC1,i,i
COc1ccc(OC)c(CNC(=O)CCn2nc(C)c3c(C)n(-c4ccccc4)nc3c2=O)c1,i,i
O=C(COc1ccccc1Br)c1ccc(O)cc1O,-5.7*,i
CN(C)CCCN1C(=O)CSC1c1ccccc1 (stereo not given),i,i
COc1ccccc1Cn1cccc1C=O,i,i
COc1ccccc1Cc1nc(-c2ccc(Br)o2)no1,i,i
Cc1c(C(=O)NCCCN2CCOCC2)oc2c1C1(CCC2)SCCS1,i,i
CCN(CC)S(=O)(=O)c1cccc(NC(=O)c2ccc(C#N)cc2)c1,i,i
O=C(NC(=O)c1ccc(C(F)(F)F)cc1)Nc1ccc(-c2cnco2)cc1,i,i
O=C(/C=C/Nc1ccccc1)c1ccccc1,i,i
CNC(=S)N(CCO)Cc1cc2cc3c(cc2[nH]c1=O)OCCO3,i,i
CCOC(=O)CNC(=O)c1sc(NC(=O)/C=C/c2ccccc2)nc1C,i,i
O=C(NC(NC(=S)Nc1ccccc1O)C(Cl)(Cl)Cl)c1ccco1 (stereo not given),i,i
Cn1c(SCC(=O)NC(=O)NCc2ccco2)nnc1C(F)(F)F,i,i
CCC1CCCCN1CCCNC(=O)c1ccc2c(=O)n(Cc3ccc(OC)cc3)c(=O)[nH]c2c1 (stereo not given),i,i
c1ccc(C(c2ccccc2)N2CCN(Cc3nnnn3C3CCCCC3)CC2)cc1,i,i
Cc1ccsc1-c1nc(CN2CCN(C)C(=O)[C@@H]2C)c(C)o1,i,i

# Compound profiles (already shown). Order of screens: CHT block | CHT allo act
# `Cn1c(SCC(=O)NC(=O)NCc2ccco2)nnc1C(F)(F)F` reads i | i
# `Cc1c(C(=O)NCCCN2CCOCC2)oc2c1C1(CCC2)SCCS1` reads i | i

# Going on with the list.
SMILES,CHT block,CHT allo act
Cc1nc2ccccn2c1C(=O)CSc1cccc(Cl)c1,i,i
Cc1cc(OCC(=O)Nc2ccccc2F)nc(C(C)C)n1,i,i
CCCc1cc2c(=O)c(-c3ccc4c(c3)OCCO4)coc2cc1OC(=O)c1ccco1,i,i
O=C(NNc1nc(N2CCOCC2)nc(N2CCOCC2)n1)Nc1ccc(Cl)cc1,i,i
CCOC(=O)c1ccc(NC(=O)C2=C(C)Nc3nc(CCCO)nn3C2c2ccc(OC)cc2)cc1 (stereo not given),i,i
Cc1ccc(S(=O)(=O)Nc2cc(C(=O)O)ccc2N2CCCCC2)cc1,i,i
COC(=O)c1ccc(NC(=O)c2ccccc2-c2ccccc2C(=O)O)cc1,i,i
Cn1c(SCC(=O)N2CCc3ccccc32)nnc1-c1ccc(S(=O)(=O)N2CCCC2)cc1,i,i
COc1ccc(NCC(=O)N2CCCC2)cc1Cl,i,i
Oc1ccc2ccccc2c1/C=N/c1nccs1,i,i
Oc1ccc(/C=N/Nc2ccc(C(F)(F)F)cn2)cc1,i,i
Cc1ccccc1C(=O)Nc1cccc(NC(=O)c2ccc(-c3ccc(Br)cc3)o2)c1,i,i
CCCC(=O)N1CCN(c2ccc(NC(=O)C(C)(C)C)cc2)CC1,i,i
CCN(CC)S(=O)(=O)c1cc(NC(=O)CN2C(=O)NC3(CCCc4ccccc43)C2=O)ccc1C (stereo not given),i,i
COc1ccc(S(=O)(=O)N2CCc3ccccc3C2)cc1,i,i
CSc1cc(N2CCOCC2)nc(-c2ccccc2Cl)n1,i,i
CC1CCN(CC(=O)Nc2cccc(Cl)c2)CC1,i,i
CCOC(=O)c1ccc(NC(=O)Nc2ccc3c4c(cccc24)C(=O)N3CC)cc1,i,i
O=C(Nc1ccn(Cc2ccccc2)n1)c1cccc(Cn2cc([N+](=O)[O-])cn2)c1,i,i
CCCC(C)C(=O)Nc1ccncc1 (stereo not given),i,i

# Arranged by count of non-hydrogen atoms (lowest first): part of the list above.
SMILES,CHT block,CHT allo act
CCCC(C)C(=O)Nc1ccncc1 (stereo not given),i,i
COc1ccc(NCC(=O)N2CCCC2)cc1Cl,i,i
Cc1nc2ccccn2c1C(=O)CSc1cccc(Cl)c1,i,i
Cc1cc(OCC(=O)Nc2ccccc2F)nc(C(C)C)n1,i,i
O=C(NNc1nc(N2CCOCC2)nc(N2CCOCC2)n1)Nc1ccc(Cl)cc1,i,i
CCCc1cc2c(=O)c(-c3ccc4c(c3)OCCO4)coc2cc1OC(=O)c1ccco1,i,i
Cn1c(SCC(=O)N2CCc3ccccc32)nnc1-c1ccc(S(=O)(=O)N2CCCC2)cc1,i,i

# (continued)
SMILES,CHT block,CHT allo act
COc1ccc(/C=N\NC(=O)c2ccccc2OC)cc1COc1ccccc1C,i,i
CC(=O)Nc1sc2c(c1C(N)=O)CCCC2,i,i
CC1=[N+]([O-])C(C)(C)N(O)C1(C)C,i,i
CCOC(=O)N1CCN(C(=O)C2CCCN(c3nc4ccc(OCC)cc4s3)C2)CC1 (stereo not given),i,i
CN(CC1CCCN(CCc2ccc(Cl)cc2)C1)C(=O)C(=O)c1ccco1 (stereo not given),i,i
O=[N+]([O-])c1cccc(-c2csc(CS(=O)(=O)Cc3ccco3)n2)c1,i,i
C/C(CC(=O)N1CCN(C=O)CC1)=N\NC(=O)c1ccc([N+](=O)[O-])cc1,i,i
O=C(CSc1c2c(nc3ccccc13)CCC2)N1CCCC1,i,i
Oc1ccc(N2CCN(Cc3cc4c(cc3Br)OCCO4)CC2)cc1,i,i
Cc1cccc2sc(NS(C)(=O)=O)nc12,i,i
COc1ccc(NC(=O)CSc2ccc3nnc(-c4ccccn4)n3n2)c(OC)c1,i,i
CCOC(=O)C1CCN(C(=O)c2ccc3nc(-c4ccc(OC)cc4)c(-c4ccc(OC)cc4)nc3c2)CC1,i,i
CCOc1ccc(CCNC(=O)CN2C(=O)CCSc3ccccc32)cc1OCC,i,i
N#CC1=C(N)Oc2cc(O)ccc2C1c1cccnc1 (stereo not given),i,i
CC(C)C(=O)Nc1ccc(C(=O)NNC(=O)NC2CCCCC2)cc1,i,i
Cc1ccc(-c2noc(C3CCCN(C(=O)c4ccc(Cl)cc4)C3)n2)o1 (stereo not given),i,i
CC(C)N1CCC(N2CCN(Cc3ccc4nsnc4c3)CC2CCO)CC1 (stereo not given),i,i
CCOC(=O)N1CCC(NC(=O)CC2C(=O)NCCN2Cc2ccccc2)CC1 (stereo not given),i,i
C=CCn1c(COc2ccc(Cl)cc2)nnc1SCC(=O)Nc1ccc(S(N)(=O)=O)cc1,i,i
Cc1onc(-c2ccccc2Cl)c1C(N)=O,i,i
O=C(COC(=O)c1ccc([N+](=O)[O-])cc1)Nc1cccnc1Cl,i,i
Cc1ccc(C)c(OCc2nc3ccc(S(=O)(=O)Nc4c(C)n(C)n(-c5ccccc5)c4=O)cc3[nH]2)c1,i,i
CC1=CCC(Cc2nc3ccccc3o2)C1(C)C (stereo not given),i,i
C=CCN(C(=O)c1csnn1)C(C(=O)NCc1ccc(F)cc1)c1ccccc1F (stereo not given),i,i
C1CN(c2nc(N3CCOCC3)nc(N3CCOCC3)n2)CCO1,i,i
O=S(=O)(NCc1ccco1)c1ccc(Cl)nc1,i,i
Cn1nnc2cc(C(=O)NC(C)(C)C)ccc21,i,i
FC(F)Oc1ccccc1NC(=S)NCCc1ccccc1,i,i
Cc1ccccc1C(=O)NNC(=O)C1CCN(c2ncccn2)CC1,i,i
O=C(CCc1nc2ccccc2c(=O)[nH]1)NNC(=O)c1ccccc1Cl,i,i
CC(NC(=O)c1ccccc1Cl)NC(=O)c1ccccc1Cl,i,i
NC(=O)C(=O)N/N=C/c1c[nH]c2ccc(Br)cc12,i,i
COc1ccc(CCNC(=O)C2CC(c3ccccc3[N+](=O)[O-])=NO2)cc1 (stereo not given),i,i
O=C(CSc1nc(-c2ccco2)cc(C(F)(F)F)n1)N1CCCc2ccccc21,i,i
NC(=O)C1CC(=O)N(c2ccc(OCc3c(Cl)cccc3Cl)cc2)C1 (stereo not given),i,i
CNC(=O)/C(C#N)=C1/SC(Cc2ccc(F)cc2)C(=O)N1c1ccccc1 (stereo not given),i,i
COc1ccc(C(=O)Cn2c(=O)c(CCC(=O)O)nn3c4ccccc4nc23)cc1OC,i,i
O=C(Nc1ccc(S(=O)(=O)Nc2nccs2)cc1)c1ccc(N2C(=O)c3ccccc3C2=O)cc1,i,i
C=CCN(Cc1cc(OC)ccc1OC)C(=O)c1cc2ccc(OC)cc2[nH]1,i,i
CN1CCN(NC(=O)c2ccccc2F)CC1,i,i

# Marked active in CHT block, of those listed so far:
structure	CHT block
O=C(COc1ccccc1Br)c1ccc(O)cc1O	-5.7*

# Continuation:
SMILES,CHT block,CHT allo act
CC(C)NC(=O)CCCN1C(=O)c2ccccc2Sc2ncccc21,i,i
CN(C)CCNc1ncnc2c1cnn2-c1ccc(Cl)cc1,i,i
O=C(NC1CCSc2ccccc21)c1ccc(F)c(S(=O)(=O)N2CCOCC2)c1 (stereo not given),i,i
C/C(=N\NC(=O)c1ccc(CSc2nc(C)cc(C)n2)cc1)C1CCCCC1,i,i
Nc1nnn(CC(=O)N/N=C/c2cn[nH]c2-c2ccccc2)n1,i,i
CC(=O)NCCC(=O)N1CCCC(CNC(=O)c2ccc(-c3ccccc3)cc2)C1 (stereo not given),i,i
